Bioassay records: PubChem BioAssay, several laboratories
phage Ecoli inh – E. coli growth loss with phage present; growth absorbance; inhibition, % at 11.9 µM; 360,000 tested, 0.26% active; in the data active means inhibition above about 11%
Wnt bcat act – Wnt/beta-catenin pathway activation; activation, % at 9.35 µM; 300,000 tested, 1.2% active; Wnt/beta-catenin reporter cell assay, activator, plate reader; AID 743398; in the data active means activation above about 30%, passing the limit was not always enough;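 further: 0% = neutral control wells and 100% = positive control wells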
The depositor's hits bear a star. The list is partial; rates above refer to the full screens.

SMILES | phage Ecoli inh | Wnt bcat act
CC1(C(=O)NS(=O)(=O)c2cccc(C#N)c2)CCN1C(=O)Cc1ccc(-c2ccccc2)cc1 (stereo not drawn) | 2.2 | 1
CCCc1cn(CC(C)n2c(=O)c3ccccc3n2Cc2cc(C(C)C)no2)nn1 (stereo not drawn) | 2.9 | -1
CCCNC(=O)C1(C)CCCN(C(=O)c2ccc3c(c2)CCO3)C1 (stereo not drawn) | 1.2 | 0
CCc1ccc(C(O)c2ncc(-c3ccccc3Cl)[nH]2)cc1 (stereo not drawn) | 1.9 | -4
CC1(C(=O)NCc2ccccc2)CN(S(C)(=O)=O)CC(=O)N1Cc1ccc2c(c1)OCO2 (stereo not drawn) | 0.5 | 1
O=C(NCc1ccc(F)cc1)c1cc(C2CCCCN2C(=O)c2ccccn2)on1 (stereo not drawn) | 2.0 | -1
OC(c1ccccc1)(c1ccccc1)C1CCN(CCCOc2ccc(-c3ccncc3)cc2)CC1 | 1.7 | -19
COc1ccc(NC(=O)c2cc(-c3sc(NC(=O)c4ccccc4)nc3C)n(CCO)n2)cc1 | 1.1 | -1
COCc1cc(N2CCN(C(=O)OC(C)(C)C)C[C@@H]2C)ccc1Br | 3.2 | -4
NC(=O)c1cccc(-c2ccnc3c2CC(C(=O)NCCC(F)(F)F)O3)c1 (stereo not drawn) | -0.2 | 0
Cc1cc(C)c(C(O)c2ncc(-c3ccccc3C)[nH]2)c(C)c1 (stereo not drawn) | 1.2 | 0
CCCCN1C(=O)C(CC(=O)NCc2cccs2)CC(C(=O)N(CC)CC)=C1C (stereo not drawn) | 1.8 | -2
CCOC(=O)c1ccc(NC(=O)c2nc[nH]c2C(=O)N(C)CCO)cc1 | 4.1 | -1
COc1ccc(C2=Nc3ccccc3NC(=O)C2N(CCCn2ccnc2)C(=O)c2cccc(S(C)(=O)=O)c2)cc1 (stereo not drawn) | -0.7 | -3
Cc1ccccc1-n1c(SCC(=O)NC2CC2)nc2ccccc2c1=O | 0.3 | -1
CCc1c(-c2ccc(F)cc2)ncn1Cc1cccc(-c2ccccc2)c1 | 2.4 | -5
C=CCN1C[C@H](COC(=O)c2cccc(OC)c2)Oc2cccc(F)c2S1(=O)=O | 1.0 | -2
Cc1c(C(=O)NCc2cccc([N+](=O)[O-])c2)sc(=O)n1Cc1cccc(F)c1 | 1.4 | -6
O=S(=O)(CS(=O)(=O)c1ccccc1Br)c1ccccc1Br | 4.5 | -3
Cc1[nH]c(=O)[nH]c(=O)c1CCSSCCc1c(C)[nH]c(=O)[nH]c1=O | 1.8 | 15
CCCCOCCCNC(=O)C[C@@H]1C[C@@]2(C(=O)OCC)CCCC=C2N(Cc2ccco2)C1=O | -0.1 | -6
CNc1ccc2ncc(-c3ccccc3NC(C)=O)n2n1 | -0.2 | -4
CCOC(=O)C(=C1Nc2ccccc2N1)n1c(-c2cnccn2)nc2ccccc21 | -1.2 | 7
Cc1ccc(C(=O)N2CCN(c3ccc4c(c3)C3CC4CCN3C(=O)OCc3ccccc3)CC2)cc1 (stereo not drawn) | 3.1 | 0
NC(CCc1ccccc1)c1csc(Nc2ccc(C(F)(F)F)cn2)n1 (stereo not drawn) | 2.9 | -2

Remaining list, next part.
SMILES | phage Ecoli inh | Wnt bcat act
C#CCN(C[C@@H]1[C@@H](OC(=O)NC2CCCC2)[C@@H](OC(=O)NC2CCCC2)CN(C(=O)OC(C)C)N1C(=O)OC(C)C)S(=O)(=O)c1ccc(C)cc1 | 0.4 | -10
CCCCC(c1nc2ccccc2[nH]1)n1c(-c2ccccc2)nc2ccccc21 (stereo not drawn) | 4.3 | -1
O=C(NNC(=S)Nc1cccc(C(F)(F)F)c1)c1ccncc1 | 1.8 | 9
NNc1cc2c(nn1)CCN(C(=O)c1ccccc1)C2 | 3.6 | -3
COCc1cccc(-c2csc(C(O)c3ccc(F)c(F)c3)n2)c1 (stereo not drawn) | 1.1 | 1
CC1(c2nnnn2Cc2ccccc2)CCC(=O)N1CCc1ccccc1F (stereo not drawn) | -1.5 | 1
COc1ccc(S(=O)(=O)NC(=O)C2(C)CCN2C(=O)c2ccc(C(F)(F)F)nc2C)cc1 (stereo not drawn) | 4.3 | -4
Cc1cc2nc(-c3ccc(F)cc3)c(CC(C)(C)C)n2c(C)c1Br | 3.4 | -3
CC(=O)Nc1ccc(C(=O)OCC(=O)NC(=O)NCc2ccccc2)cc1 | 2.3 | 18
CN(C)S(=O)(=O)n1cc(/C=C(\NC(=O)c2ccccc2)C(=O)N2CCCCC2)c2ccccc21 | 0.8 | -1
CC(NC(=O)C1CCCN1C(=O)OC(C)(C)C)C(=O)OCc1ccccc1 (stereo not drawn) | 1.4 | -1
COc1ccc(CNC(=O)Nc2ccc3c(c2)c(=O)n(C)n3Cc2cc(C)cc(C)c2)cc1 | 1.5 | -4
COCC(=O)NCC1CCN(C(=O)C(=O)c2cccs2)CC1 | 3.5 | 4
Cc1c(C(=O)NCc2ccccc2C(F)(F)F)sc(=O)n1Cc1ccc(F)cc1 | 4.2 | -3
Cc1cnc(-c2nc3ccccc3n2C(C(=O)NC(C)(C)C)c2ccccc2)cn1 (stereo not drawn) | 1.9 | 3
CCOC(=O)C1=CCN(S(=O)(=O)c2ccccc2C(=O)OC)C1c1ccc(Cl)cc1 (stereo not drawn) | 3.4 | 0
COC(=O)C[C@H]1CC[C@H](NS(=O)(=O)c2cn(C)cn2)[C@@H](CO)O1 | -1.3 | -3
Cc1cc2c(nc1C)CCCN2C | 1.3 | 0
COc1ccc(CNC(=O)OC2CC3CC2[C@H]2CCCCN2C3=O)cc1 (stereo partly drawn) | 1.8 | -3
Cc1cc(C)n(-c2ccc(C(=O)N3CCN(S(=O)(=O)c4ccc(OC(F)(F)F)cc4)CC3)cc2)n1 | 1.4 | -1
COC(=O)[C@@]12C[C@@H](CC(=O)NCCC(C)C)C(=O)N(Cc3ccc4c(c3)OCO4)C1=CCC(C)(C)C2 | 0.9 | -4
CCC1OC(C2CC2)CC2=C1C(=O)OC(C)(C)O2 (stereo not drawn) | -0.6 | -3
CCC/C=C/c1ccc(CN2C(CC(C)C)C(=O)N(Cc3cn(Cc4ccco4)nn3)CCS2(=O)=O)cc1 (stereo not drawn) | 0.7 | -5
Clc1ccccc1-c1ccc2nccn2c1 | 2.6 | -4
C[C@H](CO)NC(=O)c1nc[nH]c1C(=O)N[C@@H](C)c1ccccc1 | 2.7 | -2

(continued)
SMILES | phage Ecoli inh | Wnt bcat act
COc1ccccc1-c1nnc(NC(=O)CCS(=O)(=O)c2ccc(F)cc2)o1 | 2.6 | 1
COc1cc(/C=C/c2nc3ccccc3c(=O)[nH]2)ccc1O | 1.7 | 3
CC1(C(=O)Nc2ccc3c(c2)OCCO3)CCN1C(=O)c1ccccc1CCc1ccccc1 (stereo not drawn) | 3.5 | -6
C=CCOc1cccc(C2C(C(=O)c3ccc(C)o3)=C(O)C(=O)N2CCN2CCOCC2)c1 (stereo not drawn) | 1.9 | -3
CN(C)CCNC(=O)c1cccc2c(-c3ccc(F)c(F)c3)coc12 | 1.6 | -1
CN(CCCn1ccc(N)nc1=O)Cc1ccco1 | 2.3 | -1
COc1ccc(NC(=O)C2Cc3c(-c4ccc(Cl)cc4)ccnc3O2)cc1 (stereo not drawn) | 1.5 | 4
Cc1nn(CC(=O)Nc2cccc(O)c2)c(=O)c2ccccc12 | 1.3 | 0
CCOC(=O)C1C(C(=O)OCC)C2C(=O)C3C(C(=O)OCC)C(C(=O)OCC)C3C(=O)C12 (stereo not drawn) | 0.1 | -5
C[C@@H]1CN([C@@H](C)CO)C(=O)CCCn2cc(nn2)CO[C@H]1CN(C)C(=O)c1ccc(N2CCN(C)CC2)cc1 | 2.7 | -2
Cc1cccc(S(=O)(=O)N(C)C[C@H]2OCc3cn(nn3)CCCC(=O)N([C@@H](C)CO)C[C@@H]2C)c1 | -0.2 | -1
CCc1nc2ccc(C(=O)N3CCN(C)CC3)cn2c1N(C)CCC(C)C | 2.2 | -1
CCC(=O)N1Cc2cc(C(=O)Nc3nccs3)nc(-c3cccc(-c4ccccc4OC)c3)c2[C@H]1CCO | 0.1 | -4
CSCCC(NC(=O)OCc1ccccc1)NC(=O)OCc1ccccc1 | -1.3 | -2
COc1cccc(C(=O)N[C@H](C(=O)N2CCC[C@H]2C(=O)NCc2ccccc2)C(C)C)c1 | 2.1 | -3
COc1ccc(-c2csc(C(C)(O)c3ccccc3)n2)cn1 (stereo not drawn) | 0.5 | 8
CC(=O)c1cccc(-c2ccnc3c2CC(C(=O)Nc2ccc(C(C)C)cc2)O3)c1 (stereo not drawn) | 1.4 | 2
C=CCN=C1NC(c2ccccc2C(F)(F)F)C(C(=O)OC)=C(C)N1Cc1cccc(C(F)(F)F)c1 (stereo not drawn) | 5.2 | -7
CC(C)CC(NC(=O)OCc1ccccc1)C(=O)NCC(=O)NCC(=O)OCc1ccccc1 (stereo not drawn) | -0.8 | -2
CC1=C(C(=O)N2CCOCC2)CC(CC(=O)NCCCN(C)C)C(=O)N1CCC1=CCCCC1 (stereo not drawn) | 1.8 | -2
Cc1ccc([N+](=O)[O-])c(NC(=O)COC(=O)CCNS(=O)(=O)c2cccs2)c1C | 1.7 | 0
O=C(NCc1ccccc1)C(c1ccc(C(F)(F)F)cc1)n1c(=O)c(-c2cc3ccccc3[nH]2)nc2ccccc21 (stereo not drawn) | 4.0 | -3
CC1(C(=O)NS(=O)(=O)c2ccccc2)CCN1C(=O)CC(c1ccccc1)c1ccccc1 (stereo not drawn) | 3.4 | 0
NC(=O)N1CCN(CCCN2c3ccccc3Sc3cc(Cl)ccc32)CC1 | 2.8 | -4
COc1cccc(-c2c(-c3ccccc3OC)ncn2Cc2cccc(-c3ccccc3)c2)c1 | -0.9 | -7

An excerpt taken from the entries so far, for reference:
SMILES | phage Ecoli inh | Wnt bcat act
COc1ccccc1-c1nnc(NC(=O)CCS(=O)(=O)c2ccc(F)cc2)o1 | 2.6 | 1
COc1cc(/C=C/c2nc3ccccc3c(=O)[nH]2)ccc1O | 1.7 | 3
CC1(C(=O)Nc2ccc3c(c2)OCCO3)CCN1C(=O)c1ccccc1CCc1ccccc1 (stereo not drawn) | 3.5 | -6
C=CCOc1cccc(C2C(C(=O)c3ccc(C)o3)=C(O)C(=O)N2CCN2CCOCC2)c1 (stereo not drawn) | 1.9 | -3
CN(C)CCNC(=O)c1cccc2c(-c3ccc(F)c(F)c3)coc12 | 1.6 | -1
CN(CCCn1ccc(N)nc1=O)Cc1ccco1 | 2.3 | -1
COc1ccc(NC(=O)C2Cc3c(-c4ccc(Cl)cc4)ccnc3O2)cc1 (stereo not drawn) | 1.5 | 4
Cc1nn(CC(=O)Nc2cccc(O)c2)c(=O)c2ccccc12 | 1.3 | 0
CCOC(=O)C1C(C(=O)OCC)C2C(=O)C3C(C(=O)OCC)C(C(=O)OCC)C3C(=O)C12 (stereo not drawn) | 0.1 | -5
C[C@@H]1CN([C@@H](C)CO)C(=O)CCCn2cc(nn2)CO[C@H]1CN(C)C(=O)c1ccc(N2CCN(C)CC2)cc1 | 2.7 | -2
Cc1cccc(S(=O)(=O)N(C)C[C@H]2OCc3cn(nn3)CCCC(=O)N([C@@H](C)CO)C[C@@H]2C)c1 | -0.2 | -1
CCc1nc2ccc(C(=O)N3CCN(C)CC3)cn2c1N(C)CCC(C)C | 2.2 | -1
CCC(=O)N1Cc2cc(C(=O)Nc3nccs3)nc(-c3cccc(-c4ccccc4OC)c3)c2[C@H]1CCO | 0.1 | -4

(further entries)
SMILES | phage Ecoli inh | Wnt bcat act
Nc1ncnc2c1ncn2[C@@H]1O[C@H](C(=O)NS(=O)(=O)c2cccc(F)c2)[C@@H](O)[C@H]1O | 0.4 | -2
Cc1ccc(CN2CC=CCS2(=O)=O)cc1 | -0.9 | -2
CN(Cc1ccccc1)C(=O)[C@@H]1CCCN1 | 3.4 | -2
CCCCc1c(-c2ccccc2OC)ncn1Cc1ccccc1F | 1.3 | -2
CCC(=O)N1CCC1(C)C(=O)Nc1ccc(F)cc1 (stereo not drawn) | 3.0 | -3
Fc1ccccc1CNc1nc(NCC2CC2)nc2ccsc12 | 1.9 | -3
Cc1noc(C)c1C(=O)N1CCC1(C)C(=O)NS(=O)(=O)c1ccc(C#N)cc1 (stereo not drawn) | 0.8 | -1
O=C(O)CSC1CC(=O)N(c2ccc(F)cc2)C1=O (stereo not drawn) | -0.6 | -3
CCCCCCCCCc1conc1C(=O)/C=C/c1ccco1 | 2.6 | 0
COC(=O)C[C@@H]1C[C@@H]2c3cc(NC(=O)Cc4ccncc4)ccc3O[C@@H]2[C@@H](CO)O1 | 2.3 | -2
CCCCNC(=O)C1(C)CCCCN1C(=O)c1cc(C)n(C(C)(C)C)n1 (stereo not drawn) | 1.3 | -3
COc1ccc([C@H]2CC(=O)C[C@@H](CCn3cc(-c4ccncc4)nn3)O2)cc1 | 1.1 | -2
O=C(CSc1nc2ccccc2c(=O)n1-c1ccccc1)Nc1ccc2c(c1)CCC2 | 0.3 | 1
O=C(Nc1ccc(S(=O)(=O)N2CCCC2)cc1)C1CC(=O)N(CCc2ccccc2)C1 (stereo not drawn) | 3.4 | 1
CC(C)(C)Cc1c(-c2ccco2)nc2ccc(Cl)cn12 | 2.6 | 3
COc1ccc(Cl)cc1Nc1nc(Cl)nc(NCCO)n1 | 2.8 | -2
O=C1NC[C@@H](CCCCN2C[C@H](Cc3ccc(O)cc3)N(CCC3CCCCC3)C(=O)C2=O)N(Cc2ccccc2)C1=O | 1.7 | -2
C#CCNC(=O)C[C@H]1C[C@@]2(C(=O)OC)C(=C[C@H](C(C)(C)C)O[C@@H]2C)N(CCc2ccc(OC)c(OC)c2)C1=O | 2.7 | 4
CC1(C)ON=C(c2cccc(F)c2)NC1=O | 4.1 | -3
C=CCN1C[C@H](COC(=O)c2cccc(C)c2)Oc2cccc(F)c2S1(=O)=O | 1.9 | -4
Cc1cc(NC(=O)CS(=O)(=O)c2cn(Cc3cccc(Cl)c3)c3ccccc23)no1 | 1.9 | 0
COc1ccc(C(C)=O)cc1Cn1c(C)c(C(=O)NCc2cccc(C)c2)sc1=O | 2.1 | -3
C[C@H](CO)N1C[C@H](C)[C@@H](CN(C)Cc2ccc(C(F)(F)F)cc2)OCc2cnnn2CCCC1=O | 3.4 | -1
COCCn1c(SCC(=O)N2CCCC2=O)nnc1-c1ccncc1 | 4.4 | -1
CN1CCC(N2CCN(C3CN(Cc4ccccc4)S(=O)(=O)C3)CC2)CC1 (stereo not drawn) | 3.0 | -1
